RGS4 inhibitor: human RGS4 inhibition | P49798 | Transcreener GDP fluorescence polarization, RGS4-accelerated GTP hydrolysis | Potency, µM (top dose mostly 114 µM), inactives show at the top dose activity change, negative = inhibition, most hits filed as inhibitors | actives 0.039% (n = 390,000) | AID 504845; further: potency means the concentration at half of the fitted maximal effect; on the % scale 0 is the no-effect control and ±100 the full control effect; nearly all actives have a fitted effect of over 75% in size; some results filed as inactive show a strong effect at the top dose
Target sequence (P49798 whole entry, looked up): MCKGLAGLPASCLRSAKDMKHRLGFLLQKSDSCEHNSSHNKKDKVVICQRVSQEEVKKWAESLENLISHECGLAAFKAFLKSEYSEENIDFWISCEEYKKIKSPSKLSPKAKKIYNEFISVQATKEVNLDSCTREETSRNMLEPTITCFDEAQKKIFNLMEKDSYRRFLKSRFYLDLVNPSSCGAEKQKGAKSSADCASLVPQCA
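MLSMR compounds (23 nl, pin-transferred) preincubated 10 min at room temperature with a 500nM (2x) first reagent, then RGS4 at 900nM (2x) plus Transcreener GDP mix added; fluorescence polarization (620/688 nm) read before and after 90 min at 30 °C.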
POLH inh: inhibitors of human DNA polymerase eta | Q9Y253 | recombinant Pol eta, fluorescent DNA replication assay | Potency, µM (titrated, usually from 114 µM), for inactives: at the top dose activity change, negative = inhibition, usual class: inhibitors | actives 1.2% (n = 390,000) | AID 588591; further: potency means the concentration at half of the fitted maximal effect; on the % scale 0 is the no-effect control and ±100 the full control effect
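Pol eta (10 nM) was preincubated with compounds for 15 min at room temperature, after which fluorescent replication substrate (50 nM final) was added to start the reaction. Fluorescence was read kinetically at 0 and 10 min.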
Pol kappa inh: inhibitors of human DNA polymerase kappa | Potency, µM (titrated, usually from 107 µM), inactives show top-dose activity, negative = inhibition, usual class: inhibitors | actives 0.53% (n = 400,000) | purified Pol kappa, fluorescent DNA synthesis assay, 10 min | Q9UBT6; further: potency means the concentration at half of the fitted maximal effect; on the % scale 0 is the no-effect control and ±100 the full control effect
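Kinetic fluorescence screen: compound preincubated 15 min RT with 10 nM enzyme; 50 nM substrate (final) initiates; reads at 0/10 min.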
POLB inh: blocks human DNA polymerase beta activity; Potency, µM (series often up to 114 µM), for the others: at the highest dose activity change, negative = inhibition, usual class: inhibitors; AID 485314; Pol beta primer extension/strand displacement, fluorescence kinetic; actives 1.3% (n = 340,000); P06746; further: potency means the concentration at half of the fitted maximal effect; on the % scale 0 is the no-effect control and ±100 the full control effect
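Homogeneous kinetic assay of primer extension and strand displacement by 10 nM Pol beta, preincubated 15 min at room temperature with compound before 50 nM substrate (final) was added. Read at 0 and 10 min; four-parameter Hill fit.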
ERG Ets-DNA blk: ERG Ets/DNA interaction inhibition. P11308. fluorescence polarization, His-ERG Ets domain / labelled DNA. Potency, µM (highest dose often 76.9 µM), for inactives: at the highest dose FP activity, negative = inhibition, usual class: inhibitors. actives 0.028% (n = 370,000); active means well fitted inhibition curve with a large enough effect in the polarisation, with a control signal flat; inconclusive means small, poorly fitted or top-dose-only effect, or effect the other way, or a change in a side signal; inactive means no such curve, though single readings can be large or run the other way; the % refers to the polarisation;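 further: polarization taken with two DNA probes labelled with fluorescein and Texas red; potency means the concentration at half of the fitted maximal effect; % of control where 0% means no effect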
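His-tagged ERG Ets domain (1 uM in the protein solution; 300mM KCl, 50mM Tris-HCl, 1mM EDTA, 1mM DTT, pH 7.5) received compound, then a probe mix of 5 nM fluorescein-DNA and 100nM Texas-615-DNA. Fluorescence polarization was read for both dyes.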
LDHA inh: blocks human lactate dehydrogenase A. activity change, % (values are at about 110 or 230 µM). actives 0.15% (n = 480,000). purified LDHA, NADH/diaphorase-resazurin fluorescence; stronger effect = lower value. AID 1347041. P00338; in the data active means activity change below about -30%; inconclusive means mostly about -25% to -30%;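 further: plate controls were DMSO wells for no effect and wells without enzyme for full effect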
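Remaining NADH was detected by diaphorase (0.133 mg/mL) converting 37 µM resazurin to fluorescent resorufin, read at 0 and 20 minutes. The preceding 5-minute room-temperature reaction used 2 nM LDHA, 0.2 mM sodium pyruvate and 0.06 mM NADH at pH 7.4.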
APEX1 inh: blocks human APE1 abasic DNA cleavage. P27695. recombinant APE1, TAMRA/BHQ-2 abasic DNA cleavage fluorescence. actives 0.35% (n = 350,000). Potency, µM (top dose mostly 65.8 µM), without a hit: top-dose activity change, negative = inhibition, actives largely listed as inhibitors;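 further: potency means the concentration at half of the fitted maximal effect; plate controls were vehicle for no effect and reference inhibitor for full effect; nearly all actives have a fitted effect of over 55% in size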
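Kinetic fluorescence read (525 ex/598 em nm, three reads 60 s apart) of AP-site incision; signal = third minus first read. Enzyme 0.75 nM, dual-labelled THF duplex 50 nM, compound preincubation 15 min RT.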
Apoferritin bind: candidate novel general anesthetic via apoferritin binding; apoferritin/1-aminoanthracene competitive binding, fluorescence; Potency, µM (doses to about 77.5 µM), inactives show top-dose activity change, negative = displacement, most hits filed as inhibitors; actives 0.074% (n = 350,000); further: potency means the concentration at half of the fitted maximal effect; on the % scale 0 is the no-effect control and ±100 the full control effect; nearly all actives have a fitted effect of over 20% in size
Target sequence (P02791 2-175 limits assumed): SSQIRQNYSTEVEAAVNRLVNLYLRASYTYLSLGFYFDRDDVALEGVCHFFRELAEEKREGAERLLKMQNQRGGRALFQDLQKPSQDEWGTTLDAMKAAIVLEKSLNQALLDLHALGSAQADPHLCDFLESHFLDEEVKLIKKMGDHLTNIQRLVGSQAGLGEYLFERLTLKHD
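Apoferritin-based anesthetic binding model; compound displacement of fluorescent 1-AMA measured as endpoint fluorescence after 10 minutes at room temperature, scaled to free-ligand and complex controls.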
12-LOX inh: inhibitors of human 12S-lipoxygenase ALOX12. purified 12hLO, xylenol orange hydroperoxide absorbance. P18054. Potency, µM (doses to about 108 µM), for the others: at the top dose activity change, negative = inhibition, hits mostly inhibitors. actives 1.1% (n = 580,000); further: potency means the concentration at half of the fitted maximal effect; on the % scale 0 is the no-effect control and ±100 the full control effect
Target sequence (P18054 whole entry, looked up): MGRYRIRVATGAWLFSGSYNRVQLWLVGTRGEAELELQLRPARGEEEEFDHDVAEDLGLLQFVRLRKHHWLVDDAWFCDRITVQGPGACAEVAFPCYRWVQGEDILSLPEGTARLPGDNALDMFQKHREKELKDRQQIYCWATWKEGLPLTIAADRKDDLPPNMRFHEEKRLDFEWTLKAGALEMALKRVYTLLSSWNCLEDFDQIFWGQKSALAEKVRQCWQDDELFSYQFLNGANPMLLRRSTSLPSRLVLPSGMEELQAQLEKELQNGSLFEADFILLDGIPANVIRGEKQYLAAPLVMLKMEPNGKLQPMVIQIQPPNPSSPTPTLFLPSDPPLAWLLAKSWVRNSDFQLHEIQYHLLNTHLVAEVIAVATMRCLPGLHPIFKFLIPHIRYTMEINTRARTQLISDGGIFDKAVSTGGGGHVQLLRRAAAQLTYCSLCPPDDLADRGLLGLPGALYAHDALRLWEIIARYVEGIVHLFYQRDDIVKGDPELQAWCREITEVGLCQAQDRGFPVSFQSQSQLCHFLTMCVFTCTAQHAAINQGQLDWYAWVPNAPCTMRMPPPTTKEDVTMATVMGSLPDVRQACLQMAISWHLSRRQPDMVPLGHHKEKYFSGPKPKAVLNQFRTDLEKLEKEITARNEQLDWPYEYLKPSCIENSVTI
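Purified human 12hLO at 150 nM in 25 mM Hepes, 0.01% Triton X-100, pH 7.0, preincubated 15 min at room temperature with compound. Reaction started with 40 uM arachidonic acid, 30 min at room temperature. Hydroperoxide measured by Fe-xylenol orange, 573/405 nm absorbance ratio.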
Numbers without * were called inactive; ? = inconclusive; / = not tested or not shown; & = joins results of further samples; [ ] = remark or other dose. Unless noted, the call rests on the fitted dose curve; in most records, active means well fitted curve in the direction sought with a large enough effect; inconclusive means small, poorly fitted or top-dose-only effect, or another doubt; inactive means no such curve, though single readings can be large; an effect the other way counts as inactive or inconclusive. This is a subset (hit frequency here may not be typical).

SMILES	RGS4 inhibitor	POLH inh	Pol kappa inh	POLB inh	ERG Ets-DNA blk	LDHA inh	APEX1 inh	Apoferritin bind	12-LOX inh
Cc1nc(C)c(C(=O)N2CCCC(C(=O)c3cc(F)ccc3F)C2)s1 (stereo not given)	8%	-24%	-11%	-17%	-5%	-9	8%	-12%	1%
COc1ccc(S(=O)(=O)N(CC(=O)NC(C)c2ccccc2)c2ccc(C)cc2)cc1OC (stereo not given)	-25%	-19%	-1%	10%	11%	-1	/	-3%	-16%
CC(C)(C)Sc1ccccc1S(=O)(=O)C(C)(C)C	1%	-2%	1%	86%	-19%	2	-2%	5%	0%
COc1cc(C2C(C(=O)Nc3ccc(Cl)cc3)=C(C)Nc3nc(SC)nn32)cc(OC)c1OC (stereo not given)	-1%	1%	-16%	2%	1%	-10	/	-11%	-1%
Cc1sc2nc(SCc3nc(-c4cccs4)no3)n(-c3ccccc3)c(=O)c2c1C	18%	-1%	-12%	-6%	/	-6	4%	-6%	-11%
Cc1ccc(-n2cccc2/C=C2/C(=N)N3C(=NC2=O)SN=C3S(C)(=O)=O)cc1Cl	-53%	14µM*	?	28µM*	32%[activator]	-11	17%	-11%	14µM*
CCOc1ccccc1NC(=O)C1CCCN(S(C)(=O)=O)C1 (stereo not given)	7%	-11%	0%	2%	4%	-6&3	6%	-11%	?
COc1cccc(OC)c1C(=O)Nc1sc2c(c1C#N)CCC2	6%	-16%	-7%	?	16%	0	-1%	-10%	2%
CC(C)c1ccc(N(CC(=O)NCCCN2CCOCC2)S(=O)(=O)c2ccccc2)cc1	-26%	-19%	-1%	/	9%	1	-7%	/	-2%
CC(OC(=O)CCCc1nc2ccccc2s1)C(N)=O (stereo not given)	-9%	7%	-5%	-24%	1%	-4	1%	-13%	0%
COc1cc(OC)cc(C(=O)Nc2ccc3oc(-c4cccc5c(Br)cccc45)nc3c2)c1	3%	-4%	-5%	0%	-6%	-13	/	1%	-4%
CC(=O)Nc1ccc(C(=O)NCCCOC(C)C)cc1	9%	-24%	-7%	3%	10%	-13	4%	0%	-10%
Clc1ccc(CSc2ccc(-c3cccs3)nn2)cc1	2%	-17%	-4%	-1%	7%	6	/	-3%	-15%
COc1ccc(OC(=O)COc2ccc(C)cc2)cc1	42%	-23%	1%	2%	-1%	-9	-1%	-12%	0%
COC(=O)c1sccc1S(=O)(=O)N(CC(=O)Nc1ccccc1F)c1ccccc1	3%	-11%	-1%	2%	0%	-11	/	5%	-4%
Cc1cc(-n2nnc3ccccc32)nc2ccccc12	-17%	-5%	-24%	6%	-4%	-8	-3%	-11%	0%
O=c1cc(CCl)nc(Cc2c(Cl)cccc2Cl)[nH]1	-39%	-12%	-6%	/	-3%	3	/	/	?
Cc1cc(OCC(=O)C(C)(C)C)c2c(-c3ccccc3)cc(=O)oc2c1	9%	-8%	-20%	-16%	-1%	-4	24%	-14%	9%
CCN(CC)C(=O)Cn1cc(S(=O)(=O)CC(=O)Nc2ccccc2C)c2ccccc21	-2%	-13%	-3%	/	88%[activator]	-4	/	/	446%[activator]
CS(=O)(=O)N(CC(=O)Nc1ccc2c(c1)OCCO2)Cc1ccc(Cl)cc1	-8%	-5%	-13%	8%	-12%	-1	11%	-2%	-2%
COc1ccc(NC(=O)c2sc3nc4c(cc3c2N)CCCCCC4)cc1	-40%	?	-8%	?	2%	-3	/	15%	?
Cc1cccc(OCCSc2nc3c([nH]2)c(=N)ncn3Cc2ccccc2)c1	-13%	-9%	2%	12%	7%	-5	-3%	-9%	456%[activator]
O=C(NC(=S)Nc1ccccc1Br)C1CC1	13%	0%	-11%	/	2%	-4	/	/	-22%
CC(=O)CC(=O)Nc1ncccn1	6%	10%	-7%	0%	1%	-16	1%	-1%	10%
COc1ccc(CCNS(=O)(=O)c2cc(-c3cc(C)no3)ccc2OC)cc1OC	-13%	-5%	-10%	-17%	-6%	5	/	-4%	-33%
CCC(C)Nc1cc(C)nc2ncnn12 (stereo not given)	4%	-23%	-5%	18%	-15%	-1	-1%	-4%	-25%
CC(C)CCn1c(N2CCCC2)nc2c1c(=O)n(C)c(=O)n2C	-28%	1%	5%	-1%	12%	4	12%	-4%	11%
CCC(C)(C)NC(=O)C(c1ccc(F)cc1)N(Cc1cccc(OC)c1)C(=O)c1cnccn1 (stereo not given)	15%	5%	-12%	23%	-4%	-4	-2%	-10%	1%
CCCCCCC(=O)Nc1c2c(nc3ccccc13)N(C)CC2	20%	3%	-5%	-12%	-2%	-7	1%	93%[activator]	23%
O=C(/C=C/c1ccco1)Nc1nc(-c2ccc(F)c(F)c2)cs1	-10%	-5%	1%	-17%	-11%	-4	13%	-3%	/
Cc1ccc2nc(SCC(=O)NC3CCCCC3)nc(=O)n2c1	-1%	-6%	-11%	/	4%	-2	-4%	/	-22%
O=C(CCN1CCN(S(=O)(=O)c2ccc(Cl)cc2)CC1)Nc1ccc(F)cc1	8%	-9%	5%	11%	13%	1	-12%	-18%	0%
O=C(NNC(=O)c1ccc(Cl)cc1Cl)c1cccs1	-36%	-20%	-7%	1%	0%	-5	2%	-7%	-5%
COc1ccccc1C(=O)NC(=S)Nc1ccc(N2CCOCC2)c(Cl)c1	-19%	-8%	-5%	-20%	-3%	-2	0%	-13%	?
CCCCOc1cccc(C(=O)NNC(=S)NC2CCCCC2)c1	-29%	-11%	-16%	3%	-2%	-3	-2%	-17%	56%[activator]
COc1ccc(-c2nn(-c3ccccc3)cc2C(=O)NC2CC2)cc1	-9%	-2%	3%	/	-11%	3	-9%	/	6%
C=CCNC(=O)c1ccc(Sc2ccccc2)c([N+](=O)[O-])c1	-28%	-7%	-12%	38%	-1%	-3	-1%	?	-11%
Cc1nc2scc(C)n2c(=O)c1S(=O)(=O)Nc1ccc(N2CCN(C(=O)C(C)C)CC2)cc1	3%&-28%	-11%&-10%	-3%&11%	-3%&3%	8%&4%	3&7	5%	?	8%&-1%
Cc1c(C#N)c(=O)oc2ccc3ccccc3c12	-17%	?	0%	19%	-6%	-8	-5%	133%[activator]	0%
COC(=O)c1c(C(=O)OC)c2cccc3cc(-c4ccccc4)c4ccc1c4n32	-35%	?	-13%	-18%	0%	2	-6%	-20%	?
O=C(CC(=O)N/N=C/c1c(Cl)cccc1Cl)NCc1cccnc1	13%	4%	-9%	-10%	-11%	-14	-4%	-14%	4%
Cc1cc(C)cc(NC(=O)COC(=O)[C@@H](NC(=O)c2ccco2)C(C)C)c1	4%	-20%	5%	3%	-3%	-1	-6%	-16%	-12%
CCOC(=O)C1=C(O)CSC1=Nc1ccccc1	-16%	-18%	-9%	0%	13%	1	-1%	-18%	5%
CC(=O)Nc1ccc(C(=O)CSc2nnnn2C)cc1	-30%	-14%	4%	1%	-26%	-1	-8%	-4%	5%
COc1ccc(/C=C2\SC(=S)N(CCC(=O)NC3C=CS(=O)(=O)C3)C2=O)cc1 (stereo not given)	-40%	?	-18%	-22%	-3%	-10	72%[activator]	-3%	4%
COC(=O)C1=C(C(=O)OC)[C@]2([C@H]3CC=CCN[C@@H](Cc4ccccc4)C(=O)N3Cc3ccccc3)C=C[C@H]1O2	4%	-15%	-1%	/	-6%	-1	/	/	-11%
Cc1cccc(C)c1NC(=O)CCCSc1nnc(-c2ccc(F)cc2)n1-c1ccccc1	-13%	-14%	-17%	4%	-4%	-1	-6%	-18%	-19%
Cc1oc2ncn(CC(C)C)c(=O)c2c1C(=O)NCCCN(Cc1ccccc1)C(C)C	8%	-2%	-6%	-22%	-2%	-7	/	60%[activator]	-7%
CCCn1c(SCc2ccccc2)nc2c1c(=O)[nH]c(=O)n2C	4%	-1%	-7%	-20%	-13%	-9&0	-2%	-3%	0%&22%
C=CCn1c(SCC(=O)N2CCOCC2)nc(O)cc1=O	-2%	?	-3%	0%	11%	1	14%	-6%	0%

Structures listed so far marked active in POLH inh.
SMILES	RGS4 inhibitor	POLH inh	Pol kappa inh	POLB inh	ERG Ets-DNA blk	LDHA inh	APEX1 inh	Apoferritin bind	12-LOX inh
Cc1ccc(-n2cccc2/C=C2/C(=N)N3C(=NC2=O)SN=C3S(C)(=O)=O)cc1Cl	-53%	14µM*	?	28µM*	32%[activator]	-11	17%	-11%	14µM*

Continued.
SMILES	RGS4 inhibitor	POLH inh	Pol kappa inh	POLB inh	ERG Ets-DNA blk	LDHA inh	APEX1 inh	Apoferritin bind	12-LOX inh
COc1ccc2c(c1)[N+](C)(C)C(C)(C)C=C2C	-40%	-17%	3%	23%	14%	6	3%	-14%	32µM*
Nn1c(Cc2ccccc2F)nnc1SCC(=O)N1CC(=O)Nc2ccccc21	-21%[56.9 µM]	-6%	-7%	25%	-8%	3	4%	-3%	0%
O=C(N=C1c2ccccc2CN1c1ccc(F)c(F)c1)c1cccnc1	-30%	-25%	-4%	4%	6%	1	-3%	-8%	-16%
COc1ccc(NC(=O)CN(C)C(=O)CNC(=O)Cc2cccc3ccccc23)cc1	-7%	9%	-2%	31%	-3%	1	36%	-7%	0%
Cc1ccc(S(=O)(=O)N2CCC(C(=O)N3CCCCCCC3)CC2)cc1	30%	1%	0%	/	14%	-5	/	/	-23%
CCc1ccccc1NC(=O)c1ccc(NCCc2ccccc2)c([N+](=O)[O-])c1	1%	-11%	-7%	-28%	/	-6	-5%	0%	-15%
COc1c2ccoc2cc2oc(C)cc(=O)c12	-1%	-20%	4%	/	-1%	-5	0%	2%	5%
